# GLP-1R agonist – activates the human GLP-1 receptor; AID 624172; hit rate 0.007% among 380,000; HEK293 GLP-1R CRE-luciferase, luminescence, 4-6 h; cells express a hypersensitive GLP-1R form; P43220; Potency, µM (highest dose often 45.6 µM), inactives show at the top dose activation, usual class: activators; further: potency means the concentration at half of the fitted maximal effect; % of control where 0% means no effect
# Target sequence (P43220 whole entry, looked up): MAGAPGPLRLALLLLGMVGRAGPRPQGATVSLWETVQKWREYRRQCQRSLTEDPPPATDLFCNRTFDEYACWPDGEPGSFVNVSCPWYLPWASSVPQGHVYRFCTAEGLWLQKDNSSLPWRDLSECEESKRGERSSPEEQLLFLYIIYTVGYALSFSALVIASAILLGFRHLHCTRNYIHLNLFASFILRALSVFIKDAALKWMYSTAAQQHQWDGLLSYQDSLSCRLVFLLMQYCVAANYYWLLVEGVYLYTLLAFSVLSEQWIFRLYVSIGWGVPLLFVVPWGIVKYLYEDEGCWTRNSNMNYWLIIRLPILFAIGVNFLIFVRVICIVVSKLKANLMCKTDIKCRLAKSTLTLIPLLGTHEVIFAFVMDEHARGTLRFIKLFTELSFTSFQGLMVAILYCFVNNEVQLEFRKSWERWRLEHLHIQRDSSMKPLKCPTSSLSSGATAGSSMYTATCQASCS
# PI5P4K alpha inh – inhibitors of human PI5P4K alpha | max response, % | AID 652105 | hit rate 1.2% among 330,000 | PI5P4Kalpha enzyme, ADP-Glo luminescence, 60 min; hits give low values; active means max response of -50% or lower; inconclusive means between -30% and -50%; inactive means -30% or higher; further: value at the top dose of about 77 µM; on the % scale 0 is the no-effect control and ±100 the full control effect
#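 PI5P4Kalpha ADP-Glo assay; 5 microM ATP final; 60 min RT reaction; HEPES pH 7.4/EGTA/CHAPS, 5% DMSO; controls lacking substrate or enzyme; luminescent end-point.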
# GLP1R inv ag – inverse agonists of human GLP-1 receptor | HEK293 GLP-1R CRE-luciferase, luminescence, 24 h; GLP-1R form is constitutively active | hit rate 1.6% among 410,000 | P43220 | Potency, µM (top dose mostly 38.3 µM), for inactives: at the top dose activity change, negative = inhibition, usual class: inhibitors | AID 624417; further: potency means the concentration at half of the fitted maximal effect; on the % scale 0 is the no-effect control and ±100 the full control effect; nearly all actives have a fitted effect of over 55% in size
#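 Stable HEK293 clone (constitutively active GLP-1R + cAMP-response luciferase); 200 cells/uL plated, 12 h pre-culture, compound 24 hr, 37 deg C/5% CO2; detection reagent 12 min RT; luminescence.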
# GLP1R cytotox – cytotoxicity in counter-screen for GLP-1R inverse agonists | HEK293 cAMP-luciferase reporter cells, luminescence, 24 h | Potency, µM (titrated, usually from 38.3 µM), for the others: at the top dose activity change, negative = inhibition, usual class: inhibitors | hit rate 0.13% among 410,000;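 further: loss of luciferase light is scored as toxicity; potency means the concentration at half of the fitted maximal effect; on the % scale 0 is the no-effect control and ±100 the full control effect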
#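 Compound-treated cells are incubated 24 hr at 37 deg C under 5% CO2 after a 12 hour attachment period, then luciferase detection reagent is added and luminescence is measured following 12 min at room temperature; lowered signal indicates toxicity.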
# IL-2 act – activates IL-2 in a cell-based reporter assay; IL-2 activation reporter assay, cell-based qHTS; stimulated with anti-CD3/CD4/CD28 beads; in transgenic mouse T cells; activation, % (series mostly up to about 46 µM); hit rate 0.065% among 360,000; in the data active means activation above about 50%; inconclusive means mostly about 30% to 49%; further: 0% is about no effect
#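 Quantitative HTS in unstimulated transgenic mouse T cells, with memory T cells as non-tolerant control and PMA/ionomycin as tolerance-bypass control. Compound pretreatment lasted 60 minutes before 18 h bead stimulation; EGFP/DsRed fluorescence read.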
# WRN helicase inh – WRN helicase (human) inhibition. hit rate 0.46% among 360,000. Q14191. Potency, µM (highest dose often 114 µM), inactives show at the highest dose activity change, negative = inhibition, usual class: inhibitors. WRN helicase unwinding, fluorescent forked duplex, kinetic. AID 651768; further: potency means the concentration at half of the fitted maximal effect; on the % scale 0 is the no-effect control and ±100 the full control effect; nearly all actives have a fitted effect of over 55% in size
#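 Kinetic fluorescence helicase assay: unwinding of a quenched forked DNA duplex (100 nM final) with 2 mM ATP final raises red fluorescence (525/598 nm). Compounds sat 15 min at room temperature with 20 nM WRN beforehand.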
# PLK1 PBD block – inhibitors of human PLK1 polo-box domain binding. Plk1 PBD binding of FITC phosphopeptide, fluorescence polarization. P53350. Potency, µM, without a hit: max response, negative = inhibition, hits mostly inhibitors. AID 720504. hit rate 2.8% among 360,000; further: potency means the concentration at half of the fitted maximal effect; series mostly up to about 57 µM; on the % scale 0 is the no-effect control and ±100 the full control effect; nearly all actives have a fitted effect of over 65% in size
# DRD3 agonist – agonists of human D3 dopamine receptor | P35462 | D3R DiscoveRx beta-arrestin cells, luminescence, 90 min | max activation, % | hit rate 0.58% among 410,000; in the data active means max activation above about 30%; further: 0% is about no effect; mostly tested at two doses, the higher about 12 µM
# Target sequence (P35462 whole entry, looked up): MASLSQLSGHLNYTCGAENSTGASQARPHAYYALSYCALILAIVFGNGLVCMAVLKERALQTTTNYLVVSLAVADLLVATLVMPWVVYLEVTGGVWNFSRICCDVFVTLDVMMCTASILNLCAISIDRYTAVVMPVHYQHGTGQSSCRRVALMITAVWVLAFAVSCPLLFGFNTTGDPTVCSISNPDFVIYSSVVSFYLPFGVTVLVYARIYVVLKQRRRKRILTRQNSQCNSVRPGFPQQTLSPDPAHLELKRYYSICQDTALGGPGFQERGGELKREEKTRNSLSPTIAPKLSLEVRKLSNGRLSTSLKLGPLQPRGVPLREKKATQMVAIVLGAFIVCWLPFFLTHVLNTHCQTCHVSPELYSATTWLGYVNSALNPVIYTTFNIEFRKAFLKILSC
#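 Agonist-mode cell screen: cells plated at 1500/well and incubated overnight at 37 °C, then exposed to library compounds for 90 min at 37 °C. Detection reagent was added for 30–60 min at room temperature, and luminescence was read.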
# D3 antag – blocks the human D3 dopamine receptor. max response, negative = inhibition, %. D3R cells, DiscoveRx beta-arrestin luminescence, antagonist mode; hits give low values. AID 652054. P35462. hit rate 2.5% among 360,000; in the data active means max response below about -50%; inconclusive means no clear call, values can overlap the other calls; further: on the % scale 0 is the no-effect control and ±100 the full control effect; mostly tested at two doses, the higher about 12 µM
#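 Cells expressing the human receptor were seeded at 1500 cells/well, incubated overnight at 37 degrees C in 5% CO2, then exposed to library compounds with dopamine controls for 90 minutes at 37 degrees C before luminescent detection.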
# Numbers without * were called inactive; ? = inconclusive; . = no result given; & = joins results of further samples; [ ] = dose if it differs, or a comment. Unless noted, the call rests on the fitted dose curve; in most records, active means well fitted curve in the direction sought with a large enough effect; inconclusive means small, poorly fitted or top-dose-only effect, or another doubt; inactive means no such curve, though single readings can be large; an effect the other way counts as inactive or inconclusive.
SMILES,GLP-1R agonist,PI5P4K alpha inh,GLP1R inv ag,GLP1R cytotox,IL-2 act,WRN helicase inh,PLK1 PBD block,DRD3 agonist,D3 antag
COC(=O)Nc1ccc(S(=O)(=O)N2CCCc3ccccc32)cc1,-3.8%,.,-1.8%,-28.8%,-1.9,1.9%,0.6%,-9.8,-16.4
CC(Oc1cccc(Cl)c1)C(=O)N1CCCN(C)CC1 (stereo not given),11.0%,15.3,?,0.7%,0.3,1.2%,-7.0%,-1.4,7.0
CC(C)c1nc(CNC(=O)C2CCC(=O)N(Cc3ccc(Cl)cc3)C2)no1 (stereo not given),-6.1%,-2.6,-21.4%,-19.1%,-0.1,4.9%,-12.3%,0.8,-12.4
Cc1cccc(-n2c(C)cc(/C=C3\C(=N)N4N=C(CC(C)C)SC4=NC3=O)c2C)c1,-8.5%,-5.3,5.5%,-3.0%,-2.2,5.3%,-13.8%,1.0,0.8
Fc1ccccc1-c1n[nH]c(=S)n1CC1CCCO1 (stereo not given),-0.5%,3.2,-4.3%,3.8%,1.1,-3.2%,-13.2%,-3.1,-8.5
COc1ccc(-n2c(SCC(=O)NCCCN3CCCC3=O)nnc2C(C)N2CCCCC2)cc1 (stereo not given),2.8%,3.2,5.1%,1.8%,-0.2,8.6%,-15.5%,3.9,-12.1
COCCNC(=O)CCn1nc(-c2ccc(Cl)cc2)c2ccccc2c1=O,20.1%,1.3,17.4%&-5.1%,5.9%&0.0%,-0.1,2.2%,1.7%,0.9&-4.9,9.7
CN(C)CCOC(C1CCCCC1)C1CCCCC1,12.2%,.,-20.6%,-28.6%,-1.1,12.0%,-16.6%,-56.4,?
COc1ccc(NC(=O)Nc2cc(C)ccc2F)cc1OC,14.8%,-1.6,-19.7%,-1.4%,-1.4,-9.6%,5.7%,-2.6,4.7
COc1cc(CNC(=O)c2nc(Cn3nc(C)c(Br)c3C)no2)cc(OC)c1,-2.5%,0.2,?,0.2%,-1.5,-6.2%,-14.4%,18.3,-12.3
COc1ccc(-c2nc(C#N)c(NCCCN3CCOCC3)o2)cc1,0.1%,5.4,3.5%,6.6%,-1.3,-9.7%,-10.9%,-2.7,-16.9
Cc1ccc(C(=O)O)cc1NC(=S)NC(=O)C(c1ccccc1)c1ccccc1,0.7%,-1.7,?,13.5%,0.1,-17.1%,?,1.3,20.3
CC(=O)Nc1sc(C)c(C)c1C(=O)OCC(=O)NCc1ccc(Cl)cc1,-5.5%,-0.4,?,-21.6%,0.6,-4.9%,0.6%,2.3,23.1
COCCN(C(=O)CSc1nc2ccc(Cl)cc2[nH]1)c1c(N)n(Cc2ccccc2)c(=O)[nH]c1=O,-2.9%,?,-4.2%,-5.5%,-1.5,-26.2%,-23.5%,6.6,21.3
Cn1c(=O)c(=O)n(C)c2cc(S(=O)(=O)N3CCCCC3)ccc21,5.2%,.,0.0%,-4.4%,-1.4,5.3%,-1.1%,9.1,2.4
Cc1cc(C)c(NC(=O)CNC(=O)CN(C)Cc2ccc(Br)s2)c(C)c1,-7.3%,-2.8,6.31µM*,-4.6%,-0.2,-4.6%,0.3%,3.8,19.3
O=C1c2ccccc2C(c2nnnn2-c2ccc3c(c2)OCCO3)N1CCc1ccccc1F (stereo not given),12.2%,0.3,8.3%,-2.6%,-0.8,-0.4%,-5.0%,0.7,17.6
COC(=O)c1cc(-c2ccccc2)sc1N,2.1%,-5.3,38.7%[activator],-9.8%,-1.5,-10.5%,21.2µM*,-5.6,6.4
O=C(NCc1ccccn1)c1ccc2nc(C3CCCCC3)oc2c1,4.8%,-5.8,6.2%,-14.2%,-4.4,2.1%,3.7%,-3.8,11.0
COc1ccc(C2C(C(=O)NCCN(C)C)c3ccccc3C(=O)N2C)cc1OC (stereo not given),-1.3%,.,0.0%,3.3%,-2.1,13.0%,1.7%,1.4,-14.8
Cc1ccc(NC(=O)Nc2cnc3ccccc3c2)cc1,17.5%,-6.0,-29.7%,-16.4%,2.2,-19.7%,-5.2%,4.7,-4.5
CCOC(=O)c1cc(NC(=O)c2ccccc2)c(=O)oc1-c1ccccc1,1.0%,0.6,6.4%,6.3%,2.6,-8.4%,-10.2%,-9.3,-29.5
C#CCOCCOCCOCCNc1nc(N2CCOCC2)nc(N2CCN(C(=O)CCCCCCCCCCNC(=O)[C@H](CO)n3cc(CCCCCN)nn3)CC2)n1,9.3%,-19.5,16.4%,0.5%,1.3,2.8%,-3.4%,-7.2,0.0
CCc1nc2c(OCC=C(C)C)cccn2c1N(C)C(=O)c1ccccc1F,-3.7%,-0.4,?,2.1%,-0.9,-7.8%,-13.1%,6.4,14.0
O=C(Nc1nc2c(s1)CCCC2)c1ccc(S(=O)(=O)N2CCCc3ccccc32)cc1,-11.9%,-5.6,3.98µM*,19.9%,-1.3,-4.1%,-10.3%,-14.9,-18.6

# Single records, as listed above. Order of values: GLP-1R agonist, PI5P4K alpha inh, GLP1R inv ag, GLP1R cytotox, IL-2 act, WRN helicase inh, PLK1 PBD block, DRD3 agonist, D3 antag
# Entry for COCCNC(=O)CCn1nc(-c2ccc(Cl)cc2)c2ccccc2c1=O → 20.1%, 1.3, 17.4%&-5.1%, 5.9%&0.0%, -0.1, 2.2%, 1.7%, 0.9&-4.9, 9.7
# Entry for COC(=O)c1cc(-c2ccccc2)sc1N → 2.1%, -5.3, 38.7%[activator], -9.8%, -1.5, -10.5%, 21.2µM*, -5.6, 6.4
# Entry for CN(C)CCOC(C1CCCCC1)C1CCCCC1 → 12.2%, ., -20.6%, -28.6%, -1.1, 12.0%, -16.6%, -56.4, ?

# Continuation.
SMILES,GLP-1R agonist,PI5P4K alpha inh,GLP1R inv ag,GLP1R cytotox,IL-2 act,WRN helicase inh,PLK1 PBD block,DRD3 agonist,D3 antag
Cn1c(SCC(=O)N2c3ccccc3CCc3ccccc32)nnc1-c1cc2ccccc2cc1O,-27.7%,-17.9,?,-6.1%,-0.2,-23.1%,-11.2%,-7.7,?
NC(CSC1(c2ccc(F)cc2)c2ccccc2-c2ccccc21)C(=O)O (stereo not given),0.3%,-16.1,?,-2.7%,-2.6,-0.5%,-6.2%,2.9,-0.8
CC(C)(C)c1ccc(NC(=O)CSc2n[nH]c(=O)n2-c2cccnc2)cc1,4.3%,6.8,?,-9.2%,-2.2,5.8%,1.7%,11.3,10.7
O=C(c1ccc(NS(=O)(=O)c2cccc(F)c2)cc1)N1CCCCC1,-4.7%,3.4,-17.4%,-19.5%,-3.2,2.7%,-2.8%,7.6,5.1
COCCCN1C(=O)C(CC(=O)NCc2cccs2)CC(C(=O)N(C(C)C)C(C)C)=C1C (stereo not given),4.2%,-6.2,28.4%,-12.5%,-0.7,6.2%,-3.5%,-5.6,-16.1
Cc1occc1C(=O)NCc1cccs1,-6.4%,-12.6,4.6%,1.6%,2.6,8.3%,-4.4%,0.4,-14.1
CNCCCCOc1ccccc1-c1ccccc1,6.3%,3.8,0.0%,?,-4.1,-22.9%,-5.2%,-28.1,-75.9*
O=C(Nc1ccc2[nH]c(=O)[nH]c2c1)c1ccc([N+](=O)[O-])o1,-6.7%,-24.7,-1.3%,-4.6%,1.8,-8.2%[11.6 µM],-8.2%,0.0,-0.7
CN1CCN(CCC(=O)Nc2ccc(OCc3ccccc3)cc2)CC1,2.4%,.,0.0%,-2.6%,-0.6,4.6%,-6.2%,-2.1,19.6
CCCc1[nH]nc2c1C(CCc1ccccc1)C(C#N)=C(N)O2 (stereo not given),-4.8%,-0.8,?,63.4%[activator],-0.3,-18.0%,-29.3%,0.1,12.9
O=S1(=O)CC(O)C(Nc2ccccc2)C1 (stereo not given),10.8%,.,7.2%,1.0%,-1.3,-2.4%,2.2%,0.5,19.3
COC(C/C=C\[C@H](O)[C@H](C)OCc1ccccc1)OC,-1.6%,3.7,9.3%,12.4%,-0.2,0.3%,-1.8%,27.7,30.6
Cc1ccccc1NC(=O)CCC(=O)N/N=C/c1ccncc1,2.2%,1.0,-0.5%,1.9%,0.1,0.7%,-14.4%,-9.2,-12.2
Cc1coc2c(C)c3oc(=O)c(CCC(=O)NCCCN4CCCC4=O)c(C)c3cc12,1.8%,5.4,9.5%,1.7%,-0.2,-3.9%,-4.8%,-29.3,-8.2
Cc1cc(C)c(S(=O)(=O)NN=C2c3ccccc3[C@H]3Cc4csc[n+]4[C@@H]23)c(C)c1,11.0%,?,18.1%,2.6%,-0.5,9.4%,?,7.7,8.6
Cc1ccc(C)c(S(=O)(=O)N2CCN(C(=O)c3ccc(N4CCCC4)c([N+](=O)[O-])c3)CC2)c1,-3.0%,-7.1,?,-14.6%,-4.1,0.6%,-0.3%,-2.4,0.4
O=S(=O)(c1cccs1)N1CCC(Cc2ccccc2)CC1,7.1%,-0.3,-11.1%,-13.8%,-1.6,0.9%,-4.3%,1.5,8.8
CCOc1ccccc1C(=O)NC(C)c1ccc2c(c1)OCO2 (stereo not given),16.2%,.,-28.5%,-11.8%,-0.6,-5.3%,-14.5%,4.9,-2.1
COC1=C(NCc2ccc3c(c2)OCO3)C(=O)C(OC)=C(NCc2ccc3c(c2)OCO3)C1=O,0.0%,-1.4,20.8%,-6.9%,-0.2,-3.2%,1.6%,-5.0,-0.7
Cc1ccc2cc(C#N)c(NCCNC(=O)C3CCC3)nc2c1C,-2.8%,12.3,-12.1%,9.9%,0.0,-4.1%,-4.4%,0.4,2.4
CNc1cccc(-c2ccccc2C(C)=O)n1,8.2%,1.4,0.6%,-8.1%,0.8,5.4%,-5.4%,-11.1,0.0
CNc1cnn(-c2ccc(C)cc2)c(=O)c1Cl,-9.0%,8.2,-12.1%,-9.1%,4.0,6.6%,?,1.7,0.0
CCn1c(SCC(=O)N2CCCc3ccccc32)nc2cccnc21,5.6%,-1.3,-26.0%,4.1%,0.0,-6.0%,-7.3%,5.9,10.6
COc1ccc(C(=O)Nc2ccccc2C(=O)NC(Cc2ccc(O)cc2)C(=O)NNC(=O)c2ccncc2)cc1 (stereo not given),8.8%,-1.1,11.6%,-0.9%,-0.6,-4.1%,-23.0%,6.0,3.0
COc1ccc(-c2nc3ccc(Br)cn3c2Cc2ccccc2C(F)(F)F)cc1OC,2.8%,10.7,?,-21.6%,-0.7,-2.1%,9.3%,4.2,19.5
